PAFAH2 FP inh – PAFAH2 enzyme inhibitors, primary screen, biochemical, fluorescence polarization, human; Platelet-activating factor acetylhydrolase 2, cytoplasmic (Homo sapiens), Q99487; recombinant PAFAH2, FP-rhodamine activity probe; inhibition, % at 3.39 µM; actives 0.99% (n = 340,000); AID 492956, 2010;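 active = inhibition above the mean over all tested compounds plus 3 SD, cut at about 30% in these data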;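 also: inhibitors block probe labeling of enzyme so polarization drops; 0% = enzyme with DMSO and 100% = wells lacking PAFAH2 protein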
LYPLA1 inh – LYPLA1 inhibitors, primary screen, counter-screen for PME1 inhibitor project, biochemical, fluorescence polarization, FP-Rh probe ABPP. Acyl-protein thioesterase 1 (Homo sapiens), O75608. recombinant LYPLA1. inhibition, % at 5.9 µM. actives 0.16% (n = 320,000);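 active = inhibition above the mean of all tested compounds plus 3 SD, set per campaign, cut at about 14% in these data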;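 also: inhibitors block serine hydrolase probe labeling of LYPLA1 so polarization falls; 0% = enzyme with DMSO and 100% = wells lacking LYPLA1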
Target sequence (O75608 whole entry, looked up): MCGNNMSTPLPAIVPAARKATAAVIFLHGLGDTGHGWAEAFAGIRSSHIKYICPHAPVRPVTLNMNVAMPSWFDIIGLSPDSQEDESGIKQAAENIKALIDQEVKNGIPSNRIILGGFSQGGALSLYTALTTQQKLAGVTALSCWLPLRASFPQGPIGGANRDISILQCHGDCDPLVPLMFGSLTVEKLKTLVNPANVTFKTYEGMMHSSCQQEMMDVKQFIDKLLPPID
PAD4 inh – human PAD4 inhibitors, primary screen, biochemical, fluorescence polarization, 1536-well format; Protein-arginine deiminase type-4 (Homo sapiens), Q9UM07; recombinant PAD4, RCA probe fluorescence polarization; inhibition, % at 6.36 µM; actives 0.41% (n = 330,000); AID 485272, 2010;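 active = percent inhibition above a cutoff equal to the mean of all tested compounds plus 3 SD, cut at about 15% in these data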;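 also: 0% = PAD4 with RCA probe and DMSO and 100% = probe without PAD4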
Fam108B inh – mouse Fam108B serine hydrolase inhibitors, primary screen, counter-screen for RBBP9 inhibitor project, biochemical, fluorescence polarization; recombinant Fam108B, FP-Rh probe fluorescence polarization; inhibition, % at 9.51 µM; actives 0.33% (n = 300,000); AID 1947, 2009;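 active = inhibition above the screen mean inhibition plus 3 SD, computed separately per campaign, cut at about 18% in these data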;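 also: inhibitors lower polarization as less probe binds the enzyme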
pPAFAH inh – pPAFAH enzyme inhibitors, primary screen, biochemical, fluorescence polarization, human; Platelet-activating factor acetylhydrolase (Homo sapiens), Q13093; recombinant pPAFAH, FP-rhodamine probe fluorescence polarization; inhibition, % at 3.39 µM; actives 1.5% (n = 330,000); AID 463082, 2010;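 active = inhibition above the mean inhibition across the screen plus 3 SD, cut at about 25% in these data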;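 also: inhibitors block binding of the rhodamine activity-based probe so polarization drops; 0% = enzyme with DMSO and 100% = wells lacking pPAFAH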
Target sequence (Q13093 whole entry, looked up): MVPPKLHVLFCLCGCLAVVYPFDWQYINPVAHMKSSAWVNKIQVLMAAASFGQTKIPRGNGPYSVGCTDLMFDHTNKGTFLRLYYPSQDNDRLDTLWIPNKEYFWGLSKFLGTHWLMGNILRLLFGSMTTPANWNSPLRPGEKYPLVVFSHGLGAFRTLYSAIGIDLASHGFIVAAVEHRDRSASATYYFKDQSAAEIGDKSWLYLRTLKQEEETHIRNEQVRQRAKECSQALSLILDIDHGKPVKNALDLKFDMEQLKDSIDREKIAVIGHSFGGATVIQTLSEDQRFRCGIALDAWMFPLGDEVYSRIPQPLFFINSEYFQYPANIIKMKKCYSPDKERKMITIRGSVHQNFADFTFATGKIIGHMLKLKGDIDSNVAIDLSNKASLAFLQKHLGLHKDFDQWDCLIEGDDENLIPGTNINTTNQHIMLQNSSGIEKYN
PME-1 primary – PME-1 inhibitors via competitive probe labeling, primary screen, biochemical, fluorescence polarization, FP-Rh probe, HTS; Protein phosphatase methylesterase 1 (Homo sapiens), Q9Y570; recombinant PME-1; inhibition, % at 5.9 µM; actives 0.53% (n = 320,000);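 active = inhibition above the campaign mean of all compounds plus 3 SD, cut at about 26% in these data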;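 also: competitive labeling of PME-1 active site by serine hydrolase directed probe; 0% = PME-1 with DMSO and 100% = wells lacking PME-1 enzyme; inhibitors block probe labeling so polarization falls and inhibition rises; many of its hits are not listed in these tables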
GSTO1 inh – inhibitors of recombinant GSTO1, primary screen, counter-screen for RBBP9 inhibitor project, biochemical, fluorescence polarization; Glutathione S-transferase omega-1 (Homo sapiens), P78417; actives 1.1% (n = 300,000); inhibition, % at 5.96 µM; activity-based probe fluorescence polarization;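 active = inhibition above the campaign mean inhibition plus 3 SD, cut at about 35% in these data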;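 also: 0% = GSTO1-1 with DMSO and 100% = wells lacking GSTO1-1 enzyme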
Target sequence (P78417 whole entry, looked up): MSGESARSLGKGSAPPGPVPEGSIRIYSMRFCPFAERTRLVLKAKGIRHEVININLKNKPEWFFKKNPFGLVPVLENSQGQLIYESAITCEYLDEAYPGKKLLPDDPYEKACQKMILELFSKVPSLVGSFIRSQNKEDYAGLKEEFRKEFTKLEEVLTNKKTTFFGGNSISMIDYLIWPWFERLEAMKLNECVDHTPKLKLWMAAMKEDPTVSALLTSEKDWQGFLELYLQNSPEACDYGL
PAFAH1B3 FP inh – PAFAH1B3 enzyme inhibitors, primary screen, biochemical, fluorescence polarization, human; Platelet-activating factor acetylhydrolase IB subunit alpha1 (Homo sapiens), Q15102; recombinant PAFAH1B3, FP-rhodamine probe; inhibition, % at 3.39 µM; actives 0.28% (n = 340,000);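 active = inhibition above the screen-wide average of all tested compounds plus 3 SD, cut at about 25% in these data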;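 also: 0% = enzyme with DMSO only and 100% = wells lacking PAFAH1B3 protein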
PAFAH1B2 FP inh – PAFAH1B2 enzyme inhibitors, primary screen, biochemical, fluorescence polarization, human. Platelet-activating factor acetylhydrolase IB subunit alpha2 (Homo sapiens), P68402. recombinant PAFAH1B2, FP-rhodamine activity probe. inhibition, % at 3.39 µM. actives 1.2% (n = 340,000). AID 492953, 2010;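 active = inhibition above the mean of all tested compounds plus 3 SD, cut at about 24% in these data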;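 also: 0% = enzyme with DMSO and 100% = wells lacking PAFAH1B2; many of its hits are not listed in these tables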
* hit, by the source's call; . = not tested or not shown. An excerpt, so the mix of outcomes need not match the whole.

SMILES	PAFAH2 FP inh	LYPLA1 inh	PAD4 inh	Fam108B inh	pPAFAH inh	PME-1 primary	GSTO1 inh	PAFAH1B3 FP inh	PAFAH1B2 FP inh
Cc1sc(NC(=O)c2cccnc2)nc1-c1ccccc1	6	-5	-4	-3	3	-10	-12	8	3
CCN(CC)C(CNC(=O)c1cc(=O)[nH]c2ccccc12)c1ccccc1Cl (stereo not drawn)	3	-1	-4	0	4	0	3	0	2
CC(=O)Nc1nonc1-c1nc2ccccc2n1CCC(C)C	-4	5	-2	-2	12	-7	-22	4	-1
COc1cc(/C=C(\C#N)C(=O)N2CCc3ccccc32)ccc1O	4	2	-3	0	3	-3	1	9	-2
c1ccc(-c2cnc(-c3ccccc3)nc2)cc1	0	2	-1	-1	0	-7	3	3	1
CC(=O)Oc1ccc2nc(/C=C/c3ccccc3)oc(=O)c2c1	76*	-2	3	-2	0	-4	19	5	2
CC(=O)c1ccc(NC(=O)CN2C(=O)NC3(CCCc4ccccc43)C2=O)cc1 (stereo not drawn)	10	.	-2	.	4	.	.	9	5
N#Cc1cc(C(=O)Cc2ccccc2)c[nH]1	-1	-3	-1	-5	1	-5	11	5	4
O=C(Nc1scc(-c2cccs2)c1C(=O)O)c1cccs1	16	-1	-8	2	10	3	-7	6	5
CC(C)C(NS(=O)(=O)c1cccc2nsnc12)C(=O)NCc1ccc2c(c1)OCO2 (stereo not drawn)	0	3	3	0	4	0	3	0	1
CCOc1ccccc1NC(=O)N1CCC(NC(=O)c2cccc(C)c2)CC1	-9	-1	-2	0	2	-4	-4	-2	2
CC1CCN(C(c2ccc(N(C)C)cc2)c2nnnn2Cc2ccccc2)CC1 (stereo not drawn)	15	-2	2	-1	6	2	7	9	1
COC(=O)c1[nH]c2ccccc2c1NC(=O)c1ccccc1F	.	1	5	-1	-3	6	9	.	.
CC(C)Nc1nc(Cl)nc(NN(C)c2nc(N(C)C)nc(N(C)C)n2)n1	-3	-5	6	0	-5	-3	5	-3	2
CC(=O)c1ccc(OC(C)C)c(CC(C(N)=O)C(N)=O)c1	-3	1	3	1	4	0	2	0	-1
CCC(C)[C@H](NC(=O)NCCC1=CCCCC1)C(=O)O (stereo partly drawn)	-4	4	2	7	4	0	1	11	9
CC(C)CNc1nc(SCC(=O)Nc2ccccc2)nc(N2CCOCC2)n1	-4	1	1	0	-2	0	10	9	1
CCCOc1c(Br)cc(C(N)=O)cc1OCC	-6	-2	0	2	0	-4	-5	0	5
CCc1cc(C(=O)OC)c(NC(=O)CCCC(=O)O)s1	-3	-4	0	0	4	6	0	6	4
COc1ccc(-n2c(SCC(=O)Nc3nccs3)nnc2-c2ccoc2C)cc1	-2	3	0	4	5	7	0	2	8
O=C(Nc1ccncc1)C1c2ccccc2Oc2ccccc21	1	-2	-3	-5	-4	-7	-6	2	4
CC(=O)C1=C(O)C(=O)N(c2ccc(Br)cc2)C1c1ccc(Cl)cc1 (stereo not drawn)	1	0	1	0	11	-1	-6	6	6
CNC(=O)[C@H]1O[C@@H](n2cnc3c(NCc4cccc(I)c4)nc(Cl)nc32)[C@H](O)[C@@H]1O	-2	-12	-8	-8	-2	-6	-5	-4	-4
COc1ccc(OC)c(/C=C2\SC(N3CCCCC3)=NC2=O)c1	4	0	2	0	13	5	-2	11	10
COCCn1c(SCC(=O)Nc2cccc(C)n2)nnc1-c1ccco1	-2	3	1	12	0	5	3	4	7

Seven structures from above, sorted by length of the SMILES, falling:
SMILES	PAFAH2 FP inh	LYPLA1 inh	PAD4 inh	Fam108B inh	pPAFAH inh	PME-1 primary	GSTO1 inh	PAFAH1B3 FP inh	PAFAH1B2 FP inh
CNC(=O)[C@H]1O[C@@H](n2cnc3c(NCc4cccc(I)c4)nc(Cl)nc32)[C@H](O)[C@@H]1O	-2	-12	-8	-8	-2	-6	-5	-4	-4
CC(C)C(NS(=O)(=O)c1cccc2nsnc12)C(=O)NCc1ccc2c(c1)OCO2 (stereo not drawn)	0	3	3	0	4	0	3	0	1
COc1ccc(-n2c(SCC(=O)Nc3nccs3)nnc2-c2ccoc2C)cc1	-2	3	0	4	5	7	0	2	8
CCOc1ccccc1NC(=O)N1CCC(NC(=O)c2cccc(C)c2)CC1	-9	-1	-2	0	2	-4	-4	-2	2
COc1ccc(OC)c(/C=C2\SC(N3CCCCC3)=NC2=O)c1	4	0	2	0	13	5	-2	11	10
CCC(C)[C@H](NC(=O)NCCC1=CCCCC1)C(=O)O (stereo partly drawn)	-4	4	2	7	4	0	1	11	9
N#Cc1cc(C(=O)Cc2ccccc2)c[nH]1	-1	-3	-1	-5	1	-5	11	5	4

(listing goes on)
SMILES	PAFAH2 FP inh	LYPLA1 inh	PAD4 inh	Fam108B inh	pPAFAH inh	PME-1 primary	GSTO1 inh	PAFAH1B3 FP inh	PAFAH1B2 FP inh
CC1CCC(NC(=O)c2cnccn2)CC1 (stereo not drawn)	-5	-2	0	-1	1	1	10	0	9
O=c1[nH]c(CSc2ncc(-c3ccc(F)cc3)n2Cc2ccco2)nc2ccccc12	-8	-1	2	-5	3	6	-28	9	7
COc1ccc(-n2nc(C(=O)NCC(=O)N3CC(C)CC(C)C3)c3ccccc3c2=O)cc1 (stereo not drawn)	-5	1	-7	2	-1	-5	4	-2	6
CCOC(=O)/C(=N/Nc1ccc(Cl)cc1)S(=O)(=O)c1ccccc1	14	-2	0	-5	7	2	-1	12	-1
Cc1ccc(-n2c(N)c(C(=O)NCc3ccco3)sc2=S)cc1	-1	-4	-1	-5	4	2	3	8	2
CCCC(C)c1nc(C(N)=O)c2[nH]c(=O)n(-c3ccc(OC)c(OC)c3)c2n1 (stereo not drawn)	-2	0	-1	-8	-1	15	-8	-3	2
COc1ccc(NC(=O)Cc2cccs2)c(OC)c1	2	1	-4	-3	4	2	-1	6	2
CS(=O)(=O)N(CC(=O)Nc1ccc2c(c1)OCCO2)Cc1ccc(Cl)cc1	2	2	-6	3	6	3	13	1	6
Cc1ccc(C(=O)Nc2ncc(C)s2)o1	-4	-3	1	7	1	7	10	13	0
CC1(C(=O)O)C=CC2(CCCCC2)N1C(=O)c1ccccc1 (stereo not drawn)	0	0	-4	1	3	-1	-2	-2	22
CCOC(=O)c1c(C)nc2sc3c(=O)n(-c4ccc(C)cc4)cnc3c2c1-c1ccc(OC)cc1	8	8	2	2	2	-5	22	7	5
CC(C)(C)c1ccc(-n2ncc3c2CCCC3NC(=O)CN2CCCC2=O)cc1 (stereo not drawn)	0	8	-1	-1	10	-1	5	9	0
Cc1ccc(NC(=S)N2CCN(S(=O)(=O)c3c(F)cccc3F)CC2)cc1C	6	1	0	-1	1	1	3	-2	-3
Cc1oc(-c2ccccc2F)nc1CS(=O)CC(=O)NCc1ccc2c(c1)OCO2 (stereo not drawn)	-11	-1	1	5	0	4	16	-5	0
CCCc1nnc(SCC(=O)N2CCCCC2)n1CCCOC	1	-7	-3	-4	5	4	2	10	-3
C[N+]1(CC2COC3(CCCCC3)O2)CCCCC1 (stereo not drawn)	-2	3	2	-1	0	3	1	1	2
COc1ccc(C2CC(=O)c3c(O)cc(O)cc3O2)c(CC=C(C)C)c1OC (stereo not drawn)	10	-1	4	-1	5	5	-1	9	5
Cc1ccc(NC(=O)NC2CCCc3ccccc32)cc1 (stereo not drawn)	-2	-3	0	-5	4	4	0	2	4
COc1ccc(CC2(C)OC(c3ccc([N+](=O)[O-])cc3)=NN2C(C)=O)cc1 (stereo not drawn)	4	-2	1	2	0	-3	5	2	5
CC(C)c1ccccc1NC(=O)Nc1ccc(F)cc1F	1	-1	-2	1	0	1	-7	3	2
O=C(COC(=O)C1CC(=O)N(Cc2ccccc2)C1)c1ccc(Br)cc1 (stereo not drawn)	-1	2	3	1	8	3	8	7	6
O=[N+]([O-])c1cc(Cl)ccc1NCCNc1ncc(C(F)(F)F)cc1Cl	-3	-6	1	0	7	2	-3	-4	-2
CC(=O)Nc1ccc(NC(=O)C2CCCN2C(=O)Nc2ccccc2[N+](=O)[O-])cc1 (stereo not drawn)	2	1	-1	0	2	0	1	5	4
COc1ccc(C(=O)NCCN2C(=O)S/C(=C\c3cccnc3)C2=O)c(OC)c1OC	3	-2	-1	-5	5	-8	1	4	3
CC(CN1CCOCC1)OC(=O)c1ccccc1Br (stereo not drawn)	0	0	-4	6	0	3	1	1	3

Random excerpt: 3 records from the list, in no set order.
SMILES	PAFAH2 FP inh	LYPLA1 inh	PAD4 inh	Fam108B inh	pPAFAH inh	PME-1 primary	GSTO1 inh	PAFAH1B3 FP inh	PAFAH1B2 FP inh
CCCOc1c(Br)cc(C(N)=O)cc1OCC	-6	-2	0	2	0	-4	-5	0	5
CC1CCC(NC(=O)c2cnccn2)CC1 (stereo not drawn)	-5	-2	0	-1	1	1	10	0	9
O=C(Nc1ccncc1)C1c2ccccc2Oc2ccccc21	1	-2	-3	-5	-4	-7	-6	2	4

(cont.)
SMILES	PAFAH2 FP inh	LYPLA1 inh	PAD4 inh	Fam108B inh	pPAFAH inh	PME-1 primary	GSTO1 inh	PAFAH1B3 FP inh	PAFAH1B2 FP inh
CCCCNC(=O)CCC(=O)NNc1nc2ccccc2c2nc(C)nn12	2	7	-1	6	0	0	-1	-3	5
COC(=O)c1cc(C#N)c(Oc2ccc(OC)cc2)nc1C	2	1	-4	-1	2	-5	4	2	7
CCCC(O)(CCC)C(=O)NNc1ccc(C)cc1	0	-2	4	1	5	-1	9	-1	4
CCOC(=O)c1ccc2[nH]c(C)c(C)c2c1	2	3	3	-5	10	3	1	13	4
CN(C(=O)CCc1nc2ccccc2s1)c1ccccc1	3	-2	1	-2	-2	0	6	8	0
CC(=O)c1c(C)[nH]c(C(=O)CN2C(=O)NC(C)(c3ccc(C)cc3)C2=O)c1C (stereo not drawn)	0	-7	0	-4	1	-1	9	0	5
Cc1ccccc1OCCN1C(=O)NC2(CCCc3ccccc32)C1=O (stereo not drawn)	-2	5	1	-2	5	0	-3	4	6
CN(C(=O)CSc1nnnn1-c1ccc(O)cc1)C1CCCCC1	7	.	0	.	4	.	.	8	7
COc1cccc(Nc2nc(-c3sc(N)nc3C)cs2)c1	2	-8	-19	13	18	10	8	8	4
